LmPK inh: inhibitors of Leishmania mexicana pyruvate kinase | purified LmPK, Kinase-Glo ATP luminescence, 1 h | Potency, µM (highest dose often 57.5 µM), without a hit: at the top dose activity change, negative = inhibition, most hits filed as inhibitors | 290,000 tested, 0.37% active; note: potency is the fitted concentration of half-maximal effect; % is set by controls: 0 for no effect and ±100 for the full control effect
Target sequence (Q27686 whole entry, looked up): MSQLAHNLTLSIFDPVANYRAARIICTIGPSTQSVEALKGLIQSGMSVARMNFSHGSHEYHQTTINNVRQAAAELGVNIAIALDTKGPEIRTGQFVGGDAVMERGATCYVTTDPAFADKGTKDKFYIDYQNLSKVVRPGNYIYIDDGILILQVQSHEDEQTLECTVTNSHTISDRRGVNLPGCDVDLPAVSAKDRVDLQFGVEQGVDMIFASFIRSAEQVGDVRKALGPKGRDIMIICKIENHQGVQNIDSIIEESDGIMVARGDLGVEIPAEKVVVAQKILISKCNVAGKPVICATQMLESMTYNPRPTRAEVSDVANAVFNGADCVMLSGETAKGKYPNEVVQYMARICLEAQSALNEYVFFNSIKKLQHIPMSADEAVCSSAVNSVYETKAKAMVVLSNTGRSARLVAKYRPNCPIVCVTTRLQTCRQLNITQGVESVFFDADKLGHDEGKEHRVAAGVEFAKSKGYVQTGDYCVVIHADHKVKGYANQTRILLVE
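In 50 mM imidazole pH 7.2 with 7 mM MgCl2, LmPK (0.1 nM) turned over PEP (0.5 mM) and ADP (0.1 mM) for 1 h at room temperature. Luciferase read-out of ATP.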
Pf growth 48h: P. falciparum growth inhibition at 48 hours (one generation). P. falciparum luciferase growth in erythrocytes, 48 h. AID 504832. 310,000 tested, 5.9% active. Potency, µM (top dose mostly 28.7 µM), inactives show top-dose activity change, negative = inhibition, usual class: inhibitors; note: potency is the fitted concentration of half-maximal effect; % is set by controls: 0 for no effect and ±100 for the full control effect
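Cell-based growth assay: transgenic P. falciparum expressing firefly luciferase, cultured in red cells within RPMI 1640 containing 0.5% w/v Albumax, 24 mM bicarbonate and gentamycin. A drop in luciferase activity indicates inhibition.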
Cycloheximide cs: counter-screen for Shiga toxin inhibitors: cycloheximide protein synthesis inhibition. 300,000 tested, 12% active. max response, %. cell reporter, cycloheximide protein synthesis inhibition counterscreen. AID 2314; in the data active = max response mostly above about 13%, no sharp cut-off; inactive = mostly below about 14%; note: read at 38.3 µM for the half of the compounds with a filed dose; 0% is about no effect
Shiga toxin inh: Shiga toxin inhibition | Vero cells, Shiga toxin protein synthesis inhibition reporter | inhibition, % at 38.7 µM | 290,000 tested, 9.2% active | AID 2315; in the data active = inhibition mostly above about 28%, no sharp cut-off; inactive = mostly below about 43%; note: 0% is about no effect
Tb PYK inh: blocks Trypanosoma brucei pyruvate kinase; Q57TT1; TbPYK enzyme, Kinase-Glo Plus ATP luminescence, 45 min; Potency, µM (doses to about 76.8 µM), for the others: at the highest dose activity, negative = inhibition, hits mostly inhibitors; 410,000 tested, 0.12% active; note: potency is the fitted concentration of half-maximal effect; % is set by controls: 0 for no effect and ±100 for the full control effect; nearly all actives have a fitted effect of over 50% in size
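Activity of T. brucei pyruvate kinase was followed by Kinase-Glo Plus luminescence after the enzyme reacted 45 min at room temperature with 130 uM ADP (final) and substrate. Test compounds were added before ADP at multiple concentrations.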
AmpC inh no detg: AmpC beta-lactamase inhibition without detergent. AmpC nitrocefin hydrolysis, absorbance 480 nm, 0.0001% Triton. Potency, µM (highest dose often 57.1 µM), without a hit: at the highest dose activity change, negative = inhibition, usual class: inhibitors. 330,000 tested, 0.52% active. AID 485341;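 note: potency is the fitted concentration of half-maximal effect; plate controls were no compound for no effect and no enzyme for full effect; nearly all actives have a fitted effect of over 20% in size; some results filed as inactive show a strong effect at the top dose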
Target sequence (P00811 whole entry, looked up): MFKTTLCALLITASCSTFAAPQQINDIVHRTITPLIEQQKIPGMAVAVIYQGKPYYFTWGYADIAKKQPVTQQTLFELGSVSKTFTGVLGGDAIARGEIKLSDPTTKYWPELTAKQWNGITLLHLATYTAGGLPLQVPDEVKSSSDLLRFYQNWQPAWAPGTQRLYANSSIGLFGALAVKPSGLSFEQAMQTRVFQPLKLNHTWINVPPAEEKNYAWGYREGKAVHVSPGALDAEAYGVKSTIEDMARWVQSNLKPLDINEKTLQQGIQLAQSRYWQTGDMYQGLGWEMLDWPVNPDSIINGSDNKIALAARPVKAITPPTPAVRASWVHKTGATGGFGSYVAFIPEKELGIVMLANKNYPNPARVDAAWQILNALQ
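20 mM phosphate pH 7.0 + 0.01% (detergent screen) or 0.0001% Triton X-100; 5.3 nM AmpC reagent; cpd preinc 15 min RT; nitrocefin (800 uM stock) to start; A480 q20 s × 4 min; Activity was normalised to no-enzyme and no-compound control wells.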
Pf growth 96h: P. falciparum growth inhibition at 96 hour, primary screen for plastid delayed-death inhibitors; P. falciparum luciferase reporter growth, 96 h; Potency, µM (titrated, usually from 28.7 µM), without a hit: at the highest dose activity change, negative = inhibition, most hits filed as inhibitors; 320,000 tested, 6.9% active; AID 504834; note: potency is the fitted concentration of half-maximal effect; % is set by controls: 0 for no effect and ±100 for the full control effect
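Infected RBCs, 2% Hct / 0.05% parasitemia final; luciferase-reporter P. falciparum; cpd 96 h, 37 C, 5% CO2; luciferase detection reagent; luminescence.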
* marks the source's active call; other numbers are inactive results; u = inconclusive; x = no result given; & = joins results of further samples; [ ] = dose if it differs, or a comment. Unless noted, calls come from the whole dose curve; as a rule, active = well fitted curve in the direction sought with a large enough effect; inconclusive = small, poorly fitted or top-dose-only effect, or another doubt; inactive = no such curve, though single readings can be large; an effect the other way counts as inactive or inconclusive. Hits appear at their usual frequency; any-hit rate near 22%.

SMILES	LmPK inh	Pf growth 48h	Cycloheximide cs	Shiga toxin inh	Tb PYK inh	AmpC inh no detg	Pf growth 96h
CC(C)C[C@H](N)c1cn([C@@H](Cc2cc3ccccc3[nH]2)C(=O)N2CCNCC2)nn1	4%	u	-2	-14	-7%	0%	u
CC(C)N(C(=O)CSc1nnc(CSc2ncccn2)n1C)C(C)C	-11%	54%[activator]	-2	13	0%	0%	u
O=C(Nc1ccccc1Cl)C(Cl)C(=O)c1ccccc1 (centres undefined)	-6%	39%[activator]	48*	102*	-18%	-17%	5%
Cc1c(Cl)c([N+](=O)[O-])nn1CCCC(=O)Nc1sc2c(c1C#N)CCC2	2%	-25%	16	-3	-12%	-8%	15%
Cc1ccccc1CSc1nnc(C)c(=O)n1N	-1%	13%	5	-1	-2%	-15%	19%
CC(C)n1c(SCC(=O)Nc2ccccc2N2CCOCC2)nc2c1c(=O)n(C)c(=O)n2C	2%	u	-3	12	-7%	-3%	-23%
COc1ccc(C)cc1N(CC(=O)O)S(=O)(=O)c1ccc(C)cc1	1%	u	5	-2	-1%	-35%	33%[activator]
CCSc1nc2c(c(=O)[nH]c(=O)n2C)n1C	1%	-26%	-2	8	5%	0%	-12%
Cc1ccc(C(=O)NC(=S)N2CCN(C(=O)OC(C)(C)C)CC2)cc1Br	2%	9%	-2	-7	2%	-21%	-14%
CN(C)c1ccc(C(CC(=O)O)NC(=O)c2ccc(Cl)cc2)cc1 (centres undefined)	2%	13%	-1	14	-5%	-16%	-2%[5.75 µM]
Cc1ccc(C(=O)N2C(=O)c3cccc(N)c3C2=O)o1	10%	30%[activator]	5	-15	1%	-10%	40%[activator]
COc1ccc(-c2cc(C(F)(F)F)nc(S(C)(=O)=O)n2)cc1OC	6%	u	11	8	0%	15%	u
COc1ccccc1C(=O)Nc1ccnn1C1CCN(CCCc2ccccc2)CC1	3%	-3%	-3	-6	-15%	85%[activator]	12%
CCCCn1nnnc1SCC(=O)NCc1ccccc1	-3%	x	-4	-13	2%	-12%	u
COc1ccccc1CNS(=O)(=O)c1cc(CN2C(=O)c3cccnc3C2=O)ccc1OC	-6%	19%	-3	-8	7%	34%	1%
OCC1(CO)COC(c2cccnc2)N1 (centres undefined)	-2%	3%	-4	-4	-2%	-16%	180%[activator]
Cc1ccc(C(=O)Nc2cc(Cl)ccc2Oc2ccccc2)cc1[N+](=O)[O-]	2%	13µM*	-2	10	8%	-13%	u
COc1ccc(C(=O)NC2CCN(S(=O)(=O)c3ccc(C)cc3)CC2)cc1	-2%	-10%	0	-2	5%	-7%	u
COCCN1C(=O)N[C@@H](c2ccc(Br)cc2)C(C(C)=O)=C1C	1%	u	-2	-14	x	-21%	u
COCCN1C(=O)N(C)[C@@H](c2ccccc2)C(C(C)=O)=C1C	-7%[11.5 µM]	-22%	-6	14	-1%	-4%	43%[activator]
COc1ccc(/C=C/C(=O)NCc2ccc(F)cc2)cc1S(=O)(=O)N1CCOCC1	-1%	u	5	-3	-3%	45%	u
O=C(CSCc1ccccc1Cl)NNC(=O)c1ccccc1	2%	37%[activator]	-4	71	-12%	-21%	-2%
COc1ccccc1N1CCN(C(=O)c2cc(-c3ccccc3O)on2)CC1	0%	u	1	2	0%&10%	-11%	-3%
Cc1c(C(=O)N2CCC(n3nccc3NC(=O)C3CC3)CC2)[nH]c2ccc(Cl)cc12	-8%	-24%	1	-5	0%	83%[activator]	u
OCl	x	12%	x	x	-5%	x	10%
CNC(=S)N1N=C(c2ccc(C)cc2)CC1c1ccc(OC)c(OC)c1 (centres undefined)	2%	-28%	7	10	3%	125%[activator]	u
CC(=O)Oc1ccc(-c2cccc(C(=O)OCC(=O)Nc3ccccc3Oc3ccccc3)c2)cc1	-2%	u	0	-10	-14%	-26%	u
CCOC(=O)CNC(=O)CN1C(=O)CCSc2ccccc21	0%	11%	-1	4	1%	-6%	12µM*
CS(=O)(=O)N(CC(=O)N1CCN(c2ccccc2)CC1)c1cc(C(F)(F)F)ccc1Cl	8%	-17%	0	-6	4%	93%[activator]	x
CCN(CC)S(=O)(=O)c1ccc(NN=c2c(=O)c3ccccc3c2=O)cc1	11%	1%	-1	7	-7%	-24%	20%
O=C(CCc1nc2ccccc2s1)OCc1ccccc1F	-3%	8%	0	18	5%	-1%	7%
CSc1nc(Oc2ccc(=O)n(C)n2)nc(N(C)C)n1	-2%	14%	0	-14	-6%	-4%	-2%
O=C(O)C(Cc1ccccc1)N=Cc1c(O)c2ccccc2oc1=O (centres undefined)	16%	-3%	-1	-7	7%	-28%	-5%
CNC(C)C#Cc1c(-c2cc(OC)c(OC)c(OC)c2)noc1C (centres undefined)	1%	u	1	7	-3%	83%[activator]	15µM*
COc1ccc2oc(=O)c(-c3nnc(NCc4ccco4)s3)cc2c1	-4%	55%[activator]	31*	63*	-4%	-9%	0%
O=C(NCc1ccc(Cl)cc1)C1CC(O)CN1S(=O)(=O)c1ccc(Cl)cc1 (centres undefined)	1%	-1%	-3	-3	1%	32%	2%
COc1cccc(NC(=O)CSc2nnc(NC(=O)C3CCC3)s2)c1	2%	9%	22	-12	6%	-23%	2%
COc1ccc(-c2cn(Cc3ccc4ccccc4c3)nn2)cc1	4%	36%[activator]	1	-6	1%	-15%	-4%
Cc1ccc(CC(=O)Nc2cccc(C#N)c2)cc1	5%	9%	14	26	0%	-21%	19%
O=C(CSc1nc(-c2ccco2)cc(C(F)(F)F)n1)N1CCSCC1	4%	-25%	-5	-4	-3%	8%	-10%
C=C1CCC(N(O)c2cc(C)on2)C(=C)CCC2C1CC2(C)C (centres undefined)	x	4.7µM*	x	x	-3%	-16%	4.7µM*
Cc1ccccc1OCc1nc2c3cnn(C)c3ncn2n1	-8%	62%[activator]	10	22	x	-14%	x
COc1ccc(C(=O)COC(=O)CNC(=O)c2cccs2)cc1Br	-3%	12%	-4	-12	-4%	-23%	-22%
Cc1cccc2cc(CNCC3CCCO3)c(Cl)nc12 (centres undefined)	0%	18%	9	4	7%	15%	88%[activator]
Cc1ccccc1NCCC(=O)Nc1ccc(F)cc1	-1%	24%	16*	38	3%	-8%	48%[activator]
COc1ccc(Cn2c(C)c(C)c(C#N)c2NC(=O)Nc2ccc(Cl)cc2)cc1	3%	u	-3	14	2%	8%	u
CCOc1cccc(-c2nnc3sc(-c4cc(OC)c(OC)cc4OC)nn23)c1	0%	1%	-3	-1	x	-24%	35%[activator]
O=C(c1ccc(Cl)cc1)N1CCC2(CC1)OCCO2	-2%	-2%	-3	3	-5%	29%	0%
CCCOC(=O)Nc1ccc(N2CCCCC2)cc1	-2%	132%[activator]	34*	56*	-26%	x	41%[activator]
C/C(=N/OCO/N=C(/C)c1ccc(F)cc1)c1ccc(F)cc1	6%	2%	5	27	7%	-17%	u
Clc1cccc(N2CCN(Cc3nc(-c4ccccc4)no3)CC2)c1	2%	2%	8	2	5%	10µM*	5.9µM*
Cc1cs/c(=N/C(=S)Nc2ccccc2)n1C	-1%	227%[activator]	101*	143*	-9%	2%	80%[activator]
CC(C)C(C(=O)NC1CCCC1)N(Cc1ccco1)C(=O)CNS(=O)(=O)c1ccccc1 (centres undefined)	-1%	-19%	-3	-6	5%	-1%	-15%
Cc1ccc(S(=O)(=O)N2CCN(S(=O)(=O)N3CCOCC3)CC2)cc1	1%	35%[activator]	-2	-6	0%	-16%	50%[activator]
O=C(c1ccc(S(=O)(=O)Nc2ccc(F)cc2)cc1)N1CCN(c2ccccn2)CC1	5%	u	-1	-2	6%	2%	u
COc1ccc(CN(C)CC2CCCN(CCc3ccc(Cl)cc3)C2)cc1OC (centres undefined)	1%	u	-3	-19	-1%	71%[activator]	-10%
O=C(NC1CC1)C1CCN(C2CCN(Cc3ccccc3C(F)(F)F)CC2)CC1	9%	u	7	-3	4%	-1%	-23%
CCN1C(=O)/C(=C2/C=CC=CN2C)OC1=S	-3%	4%	2	5	-7%	-15%	-21%
Cc1sc2ncn3ncnc3c2c1C	8%	28%	4	-6	-1%	-6%	u
CCOC(=O)c1cnc2ccc(C(=O)OC)cc2c1Nc1cccc(C(=O)O)c1	2%	-17%	-2	-23	0%	-27%	30%[5.75 µM]
Next compounds:
SMILES	LmPK inh	Pf growth 48h	Cycloheximide cs	Shiga toxin inh	Tb PYK inh	AmpC inh no detg	Pf growth 96h
COc1ccc(CC(=O)Nc2nc(-c3ccc(F)c(F)c3)cs2)cc1OC	1%	-10%	-7	-3	-2%	-7%	u
CN(C(=O)CN1C(=O)CCSc2ccc(S(=O)(=O)N3CCCC3)cc21)c1ccccc1	-3%	-24%	1	-8	-11%&3%	150%[activator]	-16%
CS(=O)(=O)Oc1ccc2c(c1)O/C(=C\c1cccnc1)C2=O	3%	12%	12	20*	-5%	-6%	59%[activator]
C/C(CC(C)C)=N\Nc1ccc(S(N)(=O)=O)cc1[N+](=O)[O-]	0%[11.5 µM]	3%	6	25	-11%	-18%	14%
COc1cccc(/C=N/NC(N)=S)c1OS(=O)(=O)c1ccccc1	6%	u	-1	-5	-4%	-22%	u
CCN(c1ccccc1)S(=O)(=O)c1cc(C(=O)Oc2ccc3c(C)cc(=O)oc3c2)ccc1C	3%	-6%	-2	-5	14%	-43%	-7%
CC(=O)CSc1nnc(-c2ccncc2)n1C	3%	x	-3	-13	2%	-5%	-22%
Cc1ccc(S(=O)(=O)Nc2cccc(/C=C/C(=O)O)c2)cc1	10%	-1%	1	-14	-4%	-12%	u
O=C(O)C1CCCCC1C(=O)Nc1ccccc1F (centres undefined)	-1%	17%	3	9	2%	-24%	u
Brc1ccc(-c2csc(N/N=C/c3ccc4c(c3)OCO4)n2)cc1	-1%	22%	18	18	-5%	-45%	u
CC(C)N(C(=O)Cn1cc(SCC(=O)NCC2CCCO2)c2ccccc21)C(C)C (centres undefined)	-2%	-3%	-1	-11	-2%	30%	63%[activator]
COc1ccccc1OCCCCCCN1CCOCC1	-1%	u	-3	-7	-21%	38%	37%[activator]
Cc1ccc(NC(=O)[C@H](Cc2ccccc2)NC(=O)C2CCNCC2)cc1	9%	17%	-1	-1	1%	0%	-2%
O=C(O)CCC(=O)N(Cc1ccco1)c1nc(-c2ccccc2)cs1	-3%	-4%	-1	9	-7%	-14%	x

An excerpt from above in order of molar mass, falling:
SMILES	LmPK inh	Pf growth 48h	Cycloheximide cs	Shiga toxin inh	Tb PYK inh	AmpC inh no detg	Pf growth 96h
Cc1ccc(S(=O)(=O)Nc2cccc(/C=C/C(=O)O)c2)cc1	10%	-1%	1	-14	-4%	-12%	u
C/C(CC(C)C)=N\Nc1ccc(S(N)(=O)=O)cc1[N+](=O)[O-]	0%[11.5 µM]	3%	6	25	-11%	-18%	14%
CC(=O)CSc1nnc(-c2ccncc2)n1C	3%	x	-3	-13	2%	-5%	-22%

Single entries from the list.
Result for Cc1ccc(S(=O)(=O)Nc2cccc(/C=C/C(=O)O)c2)cc1 under Cycloheximide cs: 1
Result for Brc1ccc(-c2csc(N/N=C/c3ccc4c(c3)OCO4)n2)cc1 under LmPK inh: -1%
Result for Cc1ccc(NC(=O)[C@H](Cc2ccccc2)NC(=O)C2CCNCC2)cc1 under Cycloheximide cs: -1

Screening results deposited in PubChem by National Center for Advancing Translational Sciences (NCATS).
